FN deposit inh – fibronectin deposition inhibition. AH1F fibroblasts, Alexa488-fibronectin deposition fluorescence, overnight. inhibition, % at 12.6 µM. 0.086% of 350,000 active. AID 743247;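 active means mean inhibition across replicates of 30% or more, regardless of how many single replicates reach that level; inconclusive means mean under 30% yet at least half of replicates reach 30%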;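 further: positive control wells lacked labelled fibronectin entirely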
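test system = AH1F fibroblasts assembling fluorescent fibronectin matrix | quantity = 10000 AH1F cells per well | buffer or medium = DMEM plus 2% serum, read in PBS | doses = single dose, pinned | incubation = 1 h cell attachment, overnight exposure to compound and label | detection = fluorescence at 485 nm excitation, 525 nm emission | read-out basis = inhibition from reduced deposited-fibronectin fluorescence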
Statin myotox sup – suppression of simvastatin myotoxicity; rescue of ATP level, % at 7.49 µM; AID 602340; C2C12 myotubes + simvastatin, ATP luminescence, 48 h; scaled: DMSO 0, geranylgeraniol control 100; 0.78% of 330,000 active;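 active means mean ATP rescue above about 67%, or every replicate alone reaching that limit, limit read from the data, passing the limit was not always enough; inconclusive means no clear call, values can overlap the other calls; inactive means mean under the limit and some replicate under it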;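 further: myotubes were challenged with 10 µM simvastatin during compound exposure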
LGR2 inh – blocks bursicon-induced cAMP signaling via Drosophila LGR2. HEK293 LGR2, CRE-luciferase, bursicon-stimulated, 4 h. 0.35% of 380,000 active. inhibition, % at 9.99 µM;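 active means drop in luminescence signal, shown as inhibition above about 50% in the replicate tests, limit read from the data, passing the limit was not always enough; inconclusive means probably only some replicates passing the limit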;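 further: agonist challenge used bursicon conditioned medium at about half maximal strength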
SIRT5 inh – inhibitors of human sirtuin-5 desuccinylase | Q9NXA8 | Purified SirT5, succinyl-peptide AMC, trypsin-coupled fluorescence | inhibition, % at 15 µM | 1.1% of 330,000 active | AID 652115; in the data active means inhibition above about 15%; inconclusive means no clear call, values can overlap the other calls
Target sequence (Q9NXA8 whole entry, looked up): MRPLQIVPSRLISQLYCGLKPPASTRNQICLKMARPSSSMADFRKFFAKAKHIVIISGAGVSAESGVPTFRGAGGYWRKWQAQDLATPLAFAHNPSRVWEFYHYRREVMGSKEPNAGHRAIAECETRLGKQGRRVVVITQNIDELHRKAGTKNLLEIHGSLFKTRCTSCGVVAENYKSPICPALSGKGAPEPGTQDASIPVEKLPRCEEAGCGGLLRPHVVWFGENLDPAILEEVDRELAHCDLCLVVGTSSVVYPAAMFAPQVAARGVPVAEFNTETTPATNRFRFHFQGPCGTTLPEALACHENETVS
esBAF inh – inhibitors of esBAF chromatin remodeling in mouse ES cells; Bmi1-luciferase knock-in reporter, 24 h; 100% = twice the neutral-well signal; reporter increase, % at 12.5 µM; 2% of 350,000 active; AID 602393; in the data active means activation above about 40%; inconclusive means no clear call, values can overlap the other calls;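 further: 0% = median of the plate's neutral control wells and 100% = double that signal; a rise in the Bmi1 reporter signal indicates esBAF inhibition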
S100A4 MyoIIA – blocks human S100A4 binding to myosin IIA peptide. P26447. S100A4/TAMRA-MyoIIA peptide fluorescence polarization. inhibition, % at 10.7 µM. 0.14% of 360,000 active;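 active means mean inhibition of at least 70% across replicates, with every replicate also reaching that level; inconclusive means mean inhibition reaches 70% but some replicates fall short; inactive means mean inhibition below 70%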
Target sequence (P26447 whole entry, looked up): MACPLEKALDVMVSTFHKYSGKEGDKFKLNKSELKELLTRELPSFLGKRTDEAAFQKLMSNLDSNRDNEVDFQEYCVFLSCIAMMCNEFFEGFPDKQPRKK
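Test system: S100A4 monomer protein. Medium: HEPES buffer with Ca2+, pH 7.2. Reagent: fluorescent myosin IIA peptide, 5 nM. Compound dosing: single-point compound testing. Timing: 5 min between mix addition and reading. Benchmarks: DMSO neutral and TFP positive wells.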
CASP6 VEID inh – inhibitors of human caspase-6; P55212; purified caspase-6, Z-VEID-R110 cleavage fluorescence; inhibition, % at 12.5 µM; 0.53% of 350,000 active; AID 686996;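 active means mean inhibition across replicates at least about 35%, with every replicate also reaching that limit, limit read from the data; inconclusive means only one of the two criteria met; inactive means neither criterion met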;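 further: 0% = median of neutral control wells and 100% = no fluorescence left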
Target sequence (P55212 24-179 limits assumed): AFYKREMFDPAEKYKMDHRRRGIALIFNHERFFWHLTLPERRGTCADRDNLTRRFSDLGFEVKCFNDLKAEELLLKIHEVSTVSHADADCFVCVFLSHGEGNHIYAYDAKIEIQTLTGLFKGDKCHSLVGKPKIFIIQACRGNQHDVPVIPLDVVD
Target sequence (P55212 194-293 limits assumed): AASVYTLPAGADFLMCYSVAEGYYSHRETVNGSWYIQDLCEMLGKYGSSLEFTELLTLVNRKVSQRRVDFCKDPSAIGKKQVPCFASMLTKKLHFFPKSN
* marks the source's active call; other numbers are inactive results; ? = inconclusive; . = not tested or not shown; & = joins results of further samples. These rows are one share of the data; count on the stated rates, not on these rows.

SMILES	FN deposit inh	Statin myotox sup	LGR2 inh	SIRT5 inh	esBAF inh	S100A4 MyoIIA	CASP6 VEID inh
COC(=O)C[C@H]1CC[C@H]2[C@H](COc3ccc(NS(=O)(=O)c4ccc(F)cc4)cc3C(=O)N2C)O1	-7	13	-9	-2	5	-18	3
O=C(c1cccc(NS(=O)(=O)c2cccc(F)c2)c1)N1CCCC1	-2	.	13	-10	.	-4	0
COc1ccc(CNC(=O)C[C@H]2CC[C@H](NC(=O)c3ccc4c(c3)OCO4)[C@H](CO)O2)cc1	-7	1	6	-2	-3	5	0
CCOC(=O)C1=NNC(C(=O)c2ccccc2)C1c1ccc(Cl)cc1 (stereo not drawn)	-8	.	.	-5	.	3	-1
CCc1nn(CCCC(=O)Nc2ccc(C)c(C)c2)c(=O)c2cc3occc3n12	10	-5	1	-4	-6	5	-5
COCC(=O)Nc1ccc2c(c1)C(=O)N(C)[C@@H]1CC[C@@H](CC(=O)NCCc3ccccc3)O[C@H]1CO2	1	15	11	-2	-3	1	-3
COc1ccc(S(=O)Cc2ccc(C(=O)N3CCN(c4cccc(C)c4C)CC3)o2)cc1 (stereo not drawn)	.	-35	1	0	4	-13	-1
CCCCCCCCN1C(=O)[C@@H](CC(=O)NCc2cccc3ccccc23)C[C@@]2(C(=O)OC)C1=C[C@H](C1CCCC1)O[C@@H]2C	-1	.	-12	.	.	-7	-5
O=C(C[C@@H]1C=C[C@H](NC(=O)Nc2ccc3c(c2)OCO3)[C@H](CO)O1)NCc1ccc(F)cc1	.	6	26	-2	7	4	-3
Cc1noc(C)c1S(=O)(=O)Nc1ccc2c(c1)C(=O)N([C@@H](C)CO)C[C@H](C)[C@H](CN(C)S(=O)(=O)c1cn(C)cn1)OCCCC[C@H](C)O2	-7	.	4	-3	2	-8	0
Cc1ccc2nc(SCC(=O)c3c(N)n(C)c(=O)n(C)c3=O)[nH]c2c1	.	.	11	-1	.	-3	13
CCC(CC)COC(=O)C1=C(C)NC(=O)NC1c1ccc2c(c1)OCO2 (stereo not drawn)	5	41	8	4	6	10	3
CN(C)C(=O)C[C@H]1C[C@H]2c3cc(NC(=O)Nc4ccccc4)ccc3O[C@H]2[C@@H](CO)O1	-3	10	1	.	-5	.	.
C[C@@H]1CCCCO[C@@H](CN(C)Cc2ccc(C(=O)O)cc2)[C@H](C)CN([C@H](C)CO)C(=O)c2cc(NS(=O)(=O)c3ccc(F)cc3)ccc2O1	.	.	5	2	-4	0	2
O=C(C[C@H]1CC[C@@H]2[C@H](COC[C@H](O)CN2C(=O)c2ccccc2)O1)Nc1ccc(-c2ccccc2)cc1	0	34	-5	5	15	3	3

Molecules from the list above containing a furan ring, fused or not:
SMILES	FN deposit inh	Statin myotox sup	LGR2 inh	SIRT5 inh	esBAF inh	S100A4 MyoIIA	CASP6 VEID inh
CCc1nn(CCCC(=O)Nc2ccc(C)c(C)c2)c(=O)c2cc3occc3n12	10	-5	1	-4	-6	5	-5
COc1ccc(S(=O)Cc2ccc(C(=O)N3CCN(c4cccc(C)c4C)CC3)o2)cc1 (stereo not drawn)	.	-35	1	0	4	-13	-1

Additional structures
SMILES	FN deposit inh	Statin myotox sup	LGR2 inh	SIRT5 inh	esBAF inh	S100A4 MyoIIA	CASP6 VEID inh
C[C@H](CO)N1C[C@H](C)[C@@H](CN(C)C(=O)c2ccc(F)cc2)Oc2ncc(C#CC3CC3)cc2C1=O	.	23	10	2	3	8	0
CCOC(=O)N1CCC(NC(=O)C2CCCCN2S(=O)(=O)c2ccc(F)cc2)CC1 (stereo not drawn)	1	.	4	0	-1	62	-1
CCOC(=O)C1=C[C@@H](C(C)(C)C)N(S(=O)(=O)c2ccc(C)cc2)[C@H]1c1ccc(C)cc1	-4	1	6	3	-1	-4	-2
C[C@@H]1CN([C@H](C)CO)C(=O)c2cc(NC(=O)C3CC3)ccc2O[C@H]1CN(C)Cc1ccc(-c2ccccc2)cc1	.	4	9	9	-5	10	-1
COc1cccc(C(=O)NCCS(=O)(=O)N2CCCC2)c1	-9	5	12	1	9	-3	1
COc1ccccc1NC(=O)C(=O)NCCC1CCCCN1S(=O)(=O)c1ccccc1 (stereo not drawn)	0	6	-6	-3	-5	-3	-4
COc1cccc(N2CCN(c3nc(-c4ccccc4C)cc(=O)[nH]3)CC2)c1	1	-67	34	1	2	0	3
NS(=O)(=O)c1ccc(CCNC(=O)c2ccc(=O)[nH]c2)cc1	-2	3	-8	-4	-3	-6	3
Cc1ccc(NC(=S)N2CCN(Cc3ccc4c(c3)OCO4)CC2)c(C)c1	-10	.	0	-1	.	1	3
CN(C1(C)CCS(=O)(=O)C1)S(=O)(=O)c1ccc(F)cc1 (stereo not drawn)	1	7	-2	-3	-5	-4	-3
CCN(CC)C(=O)c1cc(Cl)ccn1	.	-5	3	0	0	-5	0
Cc1cc(=O)oc2c(CN3CCN(C)CC3)c(O)c(Cl)cc12	.	-7	3	-84	1	1	2
Cc1ccc(C)c(OCC(O)CN2CCN(CCN3C(=O)c4cccc5cccc(c45)C3=O)CC2)c1 (stereo not drawn)	-1	.	?	-2	.	2	-2
Cc1nc2ccc(NC(=O)C3COc4ccccc4O3)cc2s1 (stereo not drawn)	5	0	-16	5	27	-3	-3
Cc1ccc(CC2(C)C(=O)Nc3c(Cl)cccc32)cc1 (stereo not drawn)	-3	24	2	-1	0	-13	2
CCC(OC(=O)C1=Cc2ccccc2OC1)C(=O)NC1CCCC1 (stereo not drawn)	.	-26	6	0	-3	0	3
CCN(CC)S(=O)(=O)c1ccc(NC(=O)CCN2C(=O)C3CC=CCC3C2=O)cc1 (stereo not drawn)	2	10	14	1	0	3	-1
C=CCNC(=O)c1onc(CSc2nc3ccccc3[nH]2)c1C(=O)NCC=C	-3	10	-10	5	-4	-3	-3
Cn1cc(Br)c(NS(=O)(=O)c2ccc(Cl)s2)n1	-3	.	8	-7	.	-10	-3
C[C@H](CO)N1C[C@H](C)[C@H](CN(C)S(=O)(=O)c2ccccc2)OCCCC[C@H](C)Oc2ccc(N(C)C)cc2C1=O	.	-1	8	.	-1	.	.
C[C@H](CO)N1C[C@H](C)[C@@H](CN(C)C(=O)Nc2ccccc2)Oc2c(NC(=O)c3ccncc3)cccc2C1=O	3	12&2	-16&-1	0&8	4&-8	2&4	-1&3
CCOC(=O)c1cc(-c2ccc(F)cc2)n(CC(=O)NCc2cccnc2)c1C	-8	.	-3	0	.	0	-5
O=C(c1cccs1)N1CCN(S(=O)(=O)Cc2ccccc2)CC1	2	-9	.	.	-8	.	.
CN1CCN(C(=O)c2cn(C)c3ccc(S(=O)(=O)N(C)C4CCCCC4)cc3c2=O)CC1	0	0	-12	.	-5	1	-1
O=C1C2C3C=CC(O3)C2C(=O)N1N=Cc1cccc2ccccc12 (stereo not drawn)	10	1	-31	.	46*	3	-5
CCc1cc2c(NC3CCCC3)ncnc2s1	10	-15	33	-4	-12	-9	2
CC1=NN(C(=O)Cc2ccc([N+](=O)[O-])cc2)C(O)(C(F)(F)C(F)(F)F)C1 (stereo not drawn)	5	-11	-2	3	-3	-1	-1
CN(Cc1ccccc1)C(=O)c1ccccc1C(=O)OCC(=O)N(Cc1ccccc1)C(C)(C)C	-2	-7	-9	-3	-26	-5	3
COc1ccc(Cc2nnc(N/N=C/c3ccccc3O)[nH]c2=O)cc1OC	11	.	.	3	.	7	-1
C[C@H]1CN([C@@H](C)CO)C(=O)c2cc(NC(=O)C3CCCCC3)ccc2O[C@H]1CN(C)C(=O)Nc1ccc(C(F)(F)F)cc1	3	-20	9	-6	1	0	1
O=C(CSc1nnc(NC(=O)C2CC2)s1)Nc1ccccc1	-3	-3	-7	-1	1	-4	0
Cc1ccc(S(=O)(=O)NC(=O)COc2ccccc2)cc1	-3	-4	3	3	-5	0	0
CCOc1ccc(C(C)NC(=O)c2ccccc2F)cc1 (stereo not drawn)	9	.	0	.	.	-5	1
CC1=CC(C)=Nc2ccc(C)cc2N1	7	-1&23	.	.	39&21	.	.
Fc1ccccc1Nc1nc(N2CCOCC2)nc(N2CCOCC2)n1	-1	-15	2	-2	-8	-2	2
O=C(CNS(=O)(=O)c1ccccc1)Nc1ccccc1Br	.	.	3	-4	.	-5	-11
Cc1ccc(N(Cc2ccc(C(=O)NCCSc3ccccn3)cc2)S(C)(=O)=O)cc1C	7	11	.	0	7	-5	-1
Cc1ccc(C(C)C)c(OCCCN2CC(C)OC(C)C2)c1 (stereo not drawn)	.	3	-18	-5	-8	-4	-2
C[C@H](CO)N1C[C@H](C)[C@H](CN(C)Cc2ccc3c(c2)OCO3)Oc2ncc(/C=C/c3ccccc3)cc2C1=O	5	30	-14	-2	3	4	0
CCOC(=O)c1nn(-c2ccc(C)c(C)c2)c(=O)c(C#N)c1C	-2	4	.	-4	5	-6	3
N=c1sccn1CC(=O)N1N=C(c2ccc(Cl)cc2)CC1c1ccco1 (stereo not drawn)	0	.	0	-5	.	2	2
O=C(CSc1cccc2cccnc12)N/N=C/c1ccncc1	.	.	-4	.	.	-4	1
COc1ccc(NC(=O)C2CCN(C(=O)c3cccs3)CC2)cc1OC	0	-3	.	.	-9	.	.
Cc1ccc(N(C(C)C(=O)O)S(=O)(=O)c2cccnc2)cc1 (stereo not drawn)	5	2	16	.	-4	-2	-4
Cc1cc(C(=O)Nc2cccc3c2O[C@@H](CN(C)C)[C@H](C)CN([C@@H](C)CO)C3=O)n(C)n1	-8	15	-15	1	-3	17	0
CCNC(=S)N(CCN(C)C)Cc1cc2cc(OCC)ccc2[nH]c1=O	-7	.	.	-2	.	4	-2
NC(=O)[C@@H]1CC2(CC(c3cccc(NC(=O)CC(c4ccccc4)c4ccccc4)c3)=NO2)CN1C(=O)COc1ccc(Cl)cc1 (stereo partly drawn)	9	22	15	1	-1	-1	0
C[C@@H]1CCCCO[C@H](CN(C)C(=O)Nc2ccccc2)[C@H](C)CN([C@H](C)CO)C(=O)c2cc(NC(=O)Cc3ccccc3)ccc2O1	-4	.	11	-3	-1	-16	-3
Cn1c(NNC(=O)C2CCCCC2)cc(=O)n(C)c1=O	11	-4	-8	-1	-2	-3	4
COc1ccc(-c2c(C)n([O-])c3c([n+]2=O)CCC3)cc1OC	5	22	.	.	-2	.	.
CCCN(CCC)CCCNC(=O)C(NS(=O)(=O)c1ccc2c(c1)CCC(=O)N2)c1ccccc1 (stereo not drawn)	-14	.	1	1	.	14	-23
CCOC(=O)CN(C(=O)CSc1nnc2c(n1)[nH]c1ccc(F)cc12)c1ccccc1	1	121*	.	.	1	.	.
Cc1ccc(-n2sc3cc(F)ccc3c2=O)c(C)c1	.	0	-10	0	7	2	1
Cc1ccc2cc(C3CC(c4ccco4)=NN3S(=O)(=O)c3ccccc3)c(Cl)nc2c1 (stereo not drawn)	3	.	4	0	.	-31	.
COc1ccc(NC(=O)CNC(=O)Cc2ccccc2)cc1OC	5	-4	11	-1	-2	0	1
C[C@@H]1CN([C@H](C)CO)S(=O)(=O)c2ccc(C#CC3CCCC3)cc2O[C@@H]1CN(C)Cc1cncnc1	-13	-25	19	.	-2	.	.
O=C(Nc1ccccc1)OCc1cncs1	.	-5	-11	-5	15	-1	4
COc1ccccc1NC(=O)N1C[C@H]2[C@@H](c3ccccc31)[C@@H](CO)N2C(C)=O	.	4	4	3	-6	6	3

3 compounds already listed, arranged by the value under esBAF inh, rising.
compound	LGR2 inh	SIRT5 inh	esBAF inh	S100A4 MyoIIA	CASP6 VEID inh
Cn1c(NNC(=O)C2CCCCC2)cc(=O)n(C)c1=O	-8	-1	-2	-3	4
NC(=O)[C@@H]1CC2(CC(c3cccc(NC(=O)CC(c4ccccc4)c4ccccc4)c3)=NO2)CN1C(=O)COc1ccc(Cl)cc1 (stereo partly drawn)	15	1	-1	-1	0
CCOC(=O)CN(C(=O)CSc1nnc2c(n1)[nH]c1ccc(F)cc12)c1ccccc1	.	.	1	.	.

Bioassay records from PubChem BioAssay.
